From PubChem
NCI-60 one-dose screen, 48 h, at 10 µM unless noted. Numbers give growth in % (100 = growth as untreated, 0 = no growth, -100 = all killed).
HL-60(TB) – HL-60(TB) leukemia cells | 78,000 compounds, 9% hits | AID 1794776; active = growth percent below 10
The depositor's hits bear a star. These rows are one share of the data (hit frequency here may not be typical).

SMILES	HL-60(TB)
CCOC(=O)C1=C(C)N=C2SC=C(c3ccc(F)cc3)N2[C@H]1c1cn(-c2ccccc2)nc1-c1ccc(Cl)cc1	88
Nc1ccc(-c2nc3cc(Oc4ccc(Oc5ccc6[nH]c(-c7ccc(N)cc7)nc6c5)cc4)ccc3[nH]2)cc1	103
COc1cc(C2CC(=O)Nc3c2c(C)nn3-c2ccc(Cl)nn2)cc(OC)c1O (configuration not stated)	115
C(=NCC1CCC(CN=Cc2ccco2)CC1)c1ccco1 (configuration not stated)	77
O=C1OC(=O)C2=C1C1C=CC2O1	93
O=S(=O)(Oc1ccc(-c2cn3ccoc3n2)cc1)c1ccc(F)cc1	90
Fc1ccc(Oc2ccc(Nc3ncnc4onc(-c5ccccc5)c34)cc2)cc1	87
COc1ccc(-c2nc(C#N)c(NC3CCS(=O)(=O)C3)o2)cc1 (configuration not stated)	83
C=C1C(=O)O[C@H]2[C@H]1CC/C(COC(=O)c1ccc(Cl)nc1)=C\CC[C@@]1(C)O[C@@H]21	-55*
CCOC(=O)C(CCc1ccccn1)c1ccccc1 (configuration not stated)	66
Cc1cc(C)n(/N=C/c2ccccc2O)c(=O)c1C#N	103
N#CC1=C(c2ccc(Cl)cc2)Nc2c(c(-c3ccccc3)nn2-c2ccccc2)C12C(=O)N(Cc1ccccc1)c1ccccc12 (configuration not stated)	117
COc1ccc(-c2nc(N3N=C(c4ccc(N5CCOCC5)cc4)CC3c3ccc(OC)c(OC)c3)nc(N3CCOCC3)c2C#N)cc1 (configuration not stated)	94
COc1cc(C2CC(c3ccc(Nc4nc(Nc5ccc(F)cc5)nc(Nc5ccc(Cl)cc5)n4)cc3)=NN2C(C)=O)cc(OC)c1OC (configuration not stated)	35
Nc1c(C(=O)Nc2ccccn2)sc2nc3c(cc12)CCCC3	5.4*
CCOC(=O)c1cnc2c(-c3ccccc3Br)cnn2c1	82
O=C(Nc1cc(C(F)(F)F)cc(C(F)(F)F)c1)Nc1ccc2oc(=O)ccc2c1	-24*
C=CCn1c(-c2nonc2NC(C)=O)nc2ccccc21	100
S=C1CC(=S)NC(=S)N1	131
CC1=CCC(C(C)C)C=C1 (configuration not stated)	109
Cc1ccc(OCc2ccc(C(=O)Nc3nccs3)o2)cc1	98
Cc1cccc(N=Cc2ccc3c(c2)OCO3)c1	88
COc1ccc(-c2c[nH]c(C(=O)O)c2-c2cc(OC)c3c(c2OC)OCO3)cc1	105
CSc1nc2c(NCc3ccc(Cl)cc3)[nH]c(=O)nc2n1-c1ccccc1	59
CN1CCN(c2ccc(C(=O)/C=C/c3ccc(C#N)cc3)cc2)CC1	65

Shown bar-delimited: part of the list above
SMILES | HL-60(TB)
O=C(Nc1cc(C(F)(F)F)cc(C(F)(F)F)c1)Nc1ccc2oc(=O)ccc2c1 | -24*
C=CCn1c(-c2nonc2NC(C)=O)nc2ccccc21 | 100

Fetched one by one from the entries so far:
SMILES	HL-60(TB)
COc1cc(C2CC(=O)Nc3c2c(C)nn3-c2ccc(Cl)nn2)cc(OC)c1O (configuration not stated)	115
C(=NCC1CCC(CN=Cc2ccco2)CC1)c1ccco1 (configuration not stated)	77

The listing picks up with the six entries that preceded the break.
SMILES	HL-60(TB)
CC1=CCC(C(C)C)C=C1 (configuration not stated)	109
Cc1ccc(OCc2ccc(C(=O)Nc3nccs3)o2)cc1	98
Cc1cccc(N=Cc2ccc3c(c2)OCO3)c1	88
COc1ccc(-c2c[nH]c(C(=O)O)c2-c2cc(OC)c3c(c2OC)OCO3)cc1	105
CSc1nc2c(NCc3ccc(Cl)cc3)[nH]c(=O)nc2n1-c1ccccc1	59
CN1CCN(c2ccc(C(=O)/C=C/c3ccc(C#N)cc3)cc2)CC1	65
CC1(C)S[C@@H]2[C@H](NC(=O)Cc3ccccc3)C(=O)N2[C@H]1C(=O)O	104
CCCCc1oc2ccccc2c1C(=O)c1cc(I)c(OCCN(CC)CC)c(I)c1	-63*
CC(C(=O)Nc1cccnc1)c1ccc(Nc2ccnc(C(F)(F)F)c2)cc1 (configuration not stated)	107
CCC1(c2ccccc2)C(=O)Nc2ccc(F)cc21 (configuration not stated)	95
CC(C)(c1ccccc1)c1cc(O)c(C(C)(C)c2ccccc2)cc1O	-7.0*
COc1ccc(Cn2cc(C#N)c(N)c2C(C)=O)cc1	103
COc1ccc(NC2CC(=O)N(CCc3ccccc3)C2=O)c(OC)c1 (configuration not stated)	99
COc1ccc(/C=C/C(=O)c2ccc(NS(=O)(=O)c3c(O)c4cc(Cl)ccc4oc3=O)cc2)cc1	58
O=C(Cn1cc(C2CCCCC2)nn1)Nc1nc2ccccc2s1	99
Cc1ccc(COc2ccc(Nc3ncnc4onc(-c5ccccc5)c34)cc2)cc1	96
CCOC(=O)C(c1ccccc1)C(C(=O)OCC)c1ccc(OC)cc1 (configuration not stated)	94
COc1ccc(C(=O)C/C(=C\c2ccc(O)c(OC)c2)C(=O)NN)cc1	66
COc1ccc(N2C(=O)c3ccccc3[C@@H](C(=O)O)[C@H]2c2ccccc2)cc1	99
COc1cc(-c2nc(N)n(CC(=O)Nc3ccc(/C(C)=N\O)cc3)n2)cc(OC)c1OC	92
Cc1cc(C)n(C(=O)c2sc(=S)n(-c3ccccc3)c2N=Nc2c(N)n[nH]c2N)n1	110
CCCNC(=O)[C@@H](CCC(F)(F)F)CC(=O)N[C@H]1N=C(c2ccccc2)c2ccccc2N(C)C1=O	95
N#Cc1c(-c2ccccc2)nc(SCC(=O)Nc2nc(-c3ccccc3)cs2)[nH]c1=O	96
O=C(OCc1ccccc1)n1nnc2ccccc21	111
CCC(C#N)NC(C)Cc1ccccc1 (configuration not stated)	109
COc1ccc2cc(-c3cn4ccccc4n3)ccc2c1	96
O=C1C(c2cccc3ccccc23)=C(c2c[nH]c3ccccc23)C(=O)N1CCN1CCOCC1	105
O=C(NCCO)c1cccnc1	97
O=S(=O)(N1CCCCC1)n1nnc2cc3ccccc3cc21	92
CCCCOC(=O)C1=C(C(=O)OCCCC)CCCC1	105
O=C(O)C(SC(C(=O)O)c1ccccc1)c1ccccc1 (configuration not stated)	95
Additional compounds follow.
SMILES	HL-60(TB)
N#Cc1c(-c2ccc(Cl)cc2)nc(SCc2nnc(-c3ccc(Cl)cc3)o2)[nH]c1=O	109
O=C(COCc1c(-c2ccccc2)no[n+]1[O-])Nc1ccc(C(=O)/C=C/c2ccc3c(c2)OCO3)cc1	89
CC(=O)Nc1cc2c(cc1Cl)-c1ccccc1C2	76
Oc1nc(Nc2ccc(Cl)cc2)sc1C=Nc1ccc(Cl)cc1	99
CN(C)c1ccc(S(=O)(=O)O)cc1	128
COC1=C(NCc2ccccc2)C(=O)C(OC)=C(NCc2ccccc2)C1=O	87
COc1ccc(/C=C/c2cc(-c3ccc(OC)c(OC)c3)c3sc(=O)[nH]c3n2)cc1OC	79
COc1ccc(N=C2CSc3nnc(-c4cc(F)c(Cl)cc4Cl)n3N2)cc1	-48*
Oc1cccc(NC(=S)Nc2ccccc2)c1	91
COc1ccc(NC(=S)N/N=C/c2ccccc2SSCCC(=O)OC[C@H]2O[C@H](O)[C@H](O)[C@@H](O)[C@@H]2O)cc1	75
NS(=O)(=O)Oc1cccc(-c2nc3sccn3c2-c2ccncn2)c1	139
COc1ccccc1Nc1nc(SCCC(C)C)nc(-c2cc(OC)c(OC)c(OC)c2)c1C#N	79
COc1ccccc1C(CNc1oc(-c2cccs2)nc1C#N)N(C)C (configuration not stated)	82
O=C(N/N=C/c1ccc2c(c1)OCO2)c1ccccc1	96
O=CNC(c1ccccc1)(c1ccccc1)c1ccccc1	90
Cc1ccc2nc(NC(=O)CSc3nc(-c4ccccc4)c(C#N)c4nnc(C)n34)sc2c1	98
C=CCC(O)c1ccc(C(C)C)cc1 (configuration not stated)	100
Cc1c(C)c(C)c(C(=O)C[n+]2ccccc2)c(C)c1C	102
FC(F)(F)c1ccc(-c2cnc(Cl)nc2NCCCC(F)(F)C(F)(F)C(F)(F)C(F)(F)C(F)(F)C(F)(F)C(F)(F)C(F)(F)F)cc1	103
CC(=O)NCCCN1c2nc3ccccc3cc2Sc2cc3ccccc3nc21	98
Cc1nc2ccccc2n1C(=O)CC1C(=O)NC(=S)NC1=O	106
BrC1CC(Br)c2c1c1c(c3c2C(Br)CC3Br)C(Br)CC1Br (configuration not stated)	56
CC1=C(c2ccc(Cl)cc2)OC(C(C)C)C2(C#N)C(=N)NC(=O)C12C#N (configuration not stated)	83
CCCCC#Cc1c(I)n(C)c(=O)[nH]c1=O	-11*
Cc1ccc(Nc2nc(N)nc(N)c2N=O)cc1C	85
Continued.
SMILES	HL-60(TB)
COc1ccc2cc(-c3ccc(C(=O)N/N=C/c4ccc(OCc5ccccc5)cc4)c(C)n3)ccc2c1	111
CCOC(=O)c1cc2ccccc2oc1=O	120
CC(CC=O)CC=O	91
C=CC(=O)NCCSSCCNC(=O)C=C	102
COc1ccc(-c2c(NC(C)=O)noc2-c2cc(OC)c3c(c2)OCCO3)cc1	87
COc1ccc(/C=C/C(=O)c2ccc(NC(=O)CSc3nnc(-c4ccc(-c5nc6ccc(C)cc6[nH]5)cc4)o3)cc2)cc1	94
Cc1ccc(S(=O)(=O)N2CCc3c([nH]c4ccccc34)[C@@H]2Cc2cnc[nH]2)cc1	81
CCC1=CC2=NCC(C)C(=O)N2C=C1 (configuration not stated)	98
C[C@]12CCc3nc(-c4ccc(F)cc4)sc3C1=CC[C@@H]1[C@@H]2CC[C@]2(C)/C(=N\NC(=O)c3ccncc3)CC[C@@H]12	89
Cc1ccc(OCC(=O)O)cc1	112
Brc1ccc(SCN(CSc2ccc(Br)cc2)Cc2ccccc2)cc1	40
COc1ccc(CCNC(=S)NN)cc1OC	92
O=c1[nH]cnc2c1C(c1ccc(Cl)cc1)c1sc3c(F)cccc3c1O2 (configuration not stated)	113
CN(C)CC(O)c1cn(C)c2ccccc12 (configuration not stated)	98
C[N+](C)=Cc1c[nH]c2c1ccc1ccccc12	103
O=[N+]([O-])c1cc(Cl)c(Cl)cc1NS(=O)(=O)c1ccccc1	46
CC(=O)[C@@H]1CC[C@]2(C(=O)NC3CCCCC3)CC[C@]3(C)[C@H](CC[C@@H]4[C@@](C)(CCC#N)[C@H](C(C)=O)CC[C@]43C)[C@@H]12	101
CCN(CC)Cc1cc(C(C)(C)CC)cc(C2CCCCC2)c1O	103
CCNC(=O)c1[nH]cc(-c2ccc(OC)cc2)c1-c1cc(OC)c2c(c1OC)OCO2	106
COc1ccccc1/C=N/NC(=O)c1ccc(S(C)(=O)=O)cc1	64
NC(=O)N1CC2(CCCCC2)CC1=O	100
CCOC(=O)C1=C(C)NC(=O)NC1c1ccc(OCc2cn(-c3ccc(C(=O)O)cc3)nn2)cc1 (configuration not stated)	93
COC(=O)CC(CC(=O)c1ccccc1)c1ccccc1 (configuration not stated)	62
COC(=O)C1=C(C(=O)c2ccccc2)C2(C(=O)Nc3ccccc32)C(C#N)=C(N)O1 (configuration not stated)	116
C[C@H](NC(=O)c1c(N)nn2cccnc12)c1cc2cccc(C#Cc3cnn(C)c3)c2c(=O)n1-c1ccccc1	-18*
(next part)
SMILES	HL-60(TB)
Cc1ccc(S(=O)(=O)N/N=C/c2cn(-c3ccc(C(F)(F)F)cc3)nc2-c2ccc(C(=O)O)cc2)cc1	101
O=C1CCC(Nc2ccc(O)cc2)N1 (configuration not stated)	97
COc1ccc(C2=CCCC2)cc1	86
CNC(=O)c1c(NC(=O)c2ccc(C(C)C)cc2)sc2c(CN(C)C)c(O)ccc12	86
O=C(Nc1ccc(F)cc1)Nc1ccc(Cl)c([N+](=O)[O-])c1	-16*
Nc1ncnc2c1ncn2[C@@H]1O[C@H](COS(N)(=O)=O)[C@@H](O)[C@H]1O	112
O=C(/C=C/c1ccco1)c1nc2ccccc2n1Cc1ccc(F)cc1	16
OC1CSC1	96
Cc1ccc(C(=O)O)o1	101
Nc1ccc(S(=O)(=O)NC2C(O)OC(CO)C(O)C2O)cc1 (configuration not stated)	75
CCN1C(=O)/C(=C2\SC(N3CCC(Cc4ccccc4)CC3)=NC2=O)c2ccccc21	101
CCSc1nc(C)cc(=O)[nH]1	77
O=C(N/N=C/c1ccc(Cl)cc1)N/N=C/c1ccc(Cl)cc1	97
COc1nc2c(cc1S(=O)(=O)c1ccccc1)CCc1c-2cnn1Cc1ccccc1	26
Cc1sc2nc(NCc3ccccn3)[nH]c(=O)c2c1C	99
O=C(NNC(=S)Nc1ccccc1)c1cc2ccc1CCc1ccc(cc1)CC2	77
O=C1c2ccccc2C(=O)c2cc(SC(=S)N3CCCC3)c(Cl)cc21	98
Cc1ccc(C2=NN3C(C2)c2cc(Br)ccc2OC32CCN(Cc3ccccc3)CC2)o1 (configuration not stated)	90
CCOC(=O)C1CCN(c2oc(Cc3ccccc3)nc2P(=O)(OCC)OCC)CC1	100
Cc1ccc(C)c(NCc2ccccc2)c1	112
COc1cc2c(=O)n(CCCn3ccnc3)c3c4cc5c(cc4ccc3c2cc1OC)OCO5	-15*
O=c1[nH]c(=O)n(C2OC(CO)C(O)C2O)c2c1CCCC2 (configuration not stated)	109
FC(F)(F)c1cccc(CNC2CCN(CCc3ccccc3)CC2)c1	46
NC(N)=NCCCCCNC(=O)C1=NOC2(C=C(Br)C(=O)C(Br)=C2)C1	96

For convenience, 2 of the compounds above:
SMILES	HL-60(TB)
Cc1ccc(S(=O)(=O)N/N=C/c2cn(-c3ccc(C(F)(F)F)cc3)nc2-c2ccc(C(=O)O)cc2)cc1	101
O=C1CCC(Nc2ccc(O)cc2)N1 (configuration not stated)	97
